Luc counter: blocks Kinase-Glo luciferase, a counter-screen artifact | Q27757 | Kinase-Glo luciferase, ATP luminescence, 8 min | Potency, µM (top dose mostly 38.3 µM), for inactives: at the highest dose activity change, negative = inhibition, hits mostly inhibitors | actives 0.28% (n = 200,000); note: potency is the fitted concentration of half-maximal effect; % is set by controls: 0 for no effect and ±100 for the full control effect; nearly all actives have a fitted effect of over 60% in size
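Kinase-Glo luciferase light output from ATP and luciferin was measured with 10 uM ATP, within the enzyme's linear range. Buffer: 50 mM imidazole pH 7.2, 50 mM KCl, 7 mM MgCl2, 0.01% Tween 20, 0.05% BSA; luminescence read after 8 min at ambient temperature.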
HTT cytoprotect: Huntington cell model cytoprotection by ATP luminescence; PC12 HTT-Q103 induced, cytoprotection, ATP luminescence, 40 h; actives 0.14% (n = 230,000); Potency, µM (highest dose often 56.4 µM), inactives show cytoprotection (ATP increase), usual class: activators; AID 1471;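 note: potency is the fitted concentration of half-maximal effect; % of control where 0% means no effect; nearly all actives have a fitted effect of over 45% in size; toxic huntingtin expression switched on by the ecdysone agonist tebufenozide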
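Compounds were screened for protection of PC12 cells against cell death after tebufenozide induction (100 nM final) of mutant Huntingtin exon 1 (Q103) fused to GFP.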
HttQ103 aggreg: mutant huntingtin aggregation inhibition; PC12 HttQ103-GFP aggregates, Acumen cytometry, 40 h; AID 1688; Potency, µM (titrated, usually from 46.1 µM), inactives show at the top dose activity change, negative = inhibition, actives largely listed as inhibitors; actives 1.1% (n = 220,000); note: potency is the fitted concentration of half-maximal effect; % is set by controls: 0 for no effect and ±100 for the full control effect; nearly all actives have a fitted effect of over 60% in size
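Quantitative HTS on tebufenozide-induced (100 nM) PC12 cells stably expressing polyQ103 Huntingtin exon 1–GFP. Reduction of bright GFP aggregates, detected by laser scanning cytometry after lysis, identified actives across the titration.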
SMN2 splice enh: increases expression of the SMN2 splice variant | HEK293 SMN2-luciferase splicing reporter, luminescence, 30-36 h | Potency, µM (highest dose often 46.1 µM), for the others: top-dose activity change, positive = activation, actives largely listed as activators | actives 2.8% (n = 210,000) | AID 1458; note: potency is the fitted concentration of half-maximal effect; % of control where 0% means no effect; nearly all actives have a fitted effect of over 55% in size
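HEK293 cells carry an SMN2 […]–luciferase reporter in which exon 7 inclusion puts luciferase in frame. Cells were plated 10-12 h before compound addition, then incubated 30-36 h at 37C. ONE-Glo luminescence was read; sodium butyrate at 4.5 mM final served as control.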
CBFb RUNX1 block: CBF-beta/RUNX1 interaction disruption; Q01196+Q13951; AlphaScreen CBFb-His/RUNX1-biotin binding, biochemical; Potency, µM (series often up to 59.8 µM), for inactives: at the highest dose activity, negative = inhibition, most hits filed as inhibitors; 230,000 tested, under 10 active; note: % of control where 0% means no effect
Target sequence (Q01196 whole entry, looked up): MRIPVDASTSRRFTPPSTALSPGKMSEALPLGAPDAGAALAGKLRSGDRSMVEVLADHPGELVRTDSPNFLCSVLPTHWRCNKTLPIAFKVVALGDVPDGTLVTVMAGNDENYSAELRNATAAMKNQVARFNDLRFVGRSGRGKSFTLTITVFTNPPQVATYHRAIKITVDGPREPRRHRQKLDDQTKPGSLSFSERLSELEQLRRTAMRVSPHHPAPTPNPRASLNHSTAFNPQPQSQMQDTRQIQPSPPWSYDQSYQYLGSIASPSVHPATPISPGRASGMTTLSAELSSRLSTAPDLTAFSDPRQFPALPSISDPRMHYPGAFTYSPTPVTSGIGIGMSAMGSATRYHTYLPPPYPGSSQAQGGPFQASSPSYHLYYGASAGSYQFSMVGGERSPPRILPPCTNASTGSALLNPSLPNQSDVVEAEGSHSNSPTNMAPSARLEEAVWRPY
Target sequence (Q13951 whole entry, looked up): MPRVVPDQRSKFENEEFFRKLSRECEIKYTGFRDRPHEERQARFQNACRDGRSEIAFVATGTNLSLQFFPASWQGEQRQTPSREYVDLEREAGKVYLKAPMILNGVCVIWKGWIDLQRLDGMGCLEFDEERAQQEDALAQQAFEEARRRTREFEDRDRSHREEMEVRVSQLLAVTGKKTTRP
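Compounds were screened at multiple concentrations against a preformed CBF-beta(His)/RUNX1(biotin) complex (30 nM of each) for 15 min at room temperature, followed by 90 min with nickel and streptavidin beads and AlphaScreen reading.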
LMNA splice mod: LMNA splicing modulation. AID 1487. Potency, µM (titrated, usually from 46.1 µM), without a hit: top-dose ratio change, negative = inhibition, hits mostly inhibitors. actives 0.01% (n = 200,000). HeLa LMNA splicing GFP/RFP minigene ratio, 48 h; active = well fitted inhibition curve with a large enough effect in the signal ratio, with a control signal flat, not every such curve was filed as active; inconclusive = small, poorly fitted or top-dose-only effect, or effect the other way, or a change in a side signal; the % refers to the signal ratio; note: potency is the fitted concentration of half-maximal effect; % is set by controls: 0 for no effect and ±100 for the full control effect
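S3 HeLa stable clones carrying a lamin A-EGFP splicing minigene plus DsRed2 were seeded at 600 cells/well in Opti-MEM with 2% FBS, pin-dosed and incubated 48 h at 37°C. Acumen cytometry (488 nm) gave the GFP/RFP total-intensity ratio.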
IMPase Li inh: membrane-permeable IMPase blocker, potentiated with lithium; CHO-M1 cells, IP1 TR-FRET (IP-One), carbachol + lithium; Potency, µM (doses to about 59.4 µM), for the others: top-dose activity, negative = IMPase inhibition, actives largely listed as inhibitors; actives 0.35% (n = 210,000);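 note: IP1 builds up when IMPase is blocked and the TR-FRET signal falls; potency is the fitted concentration of half-maximal effect; plate controls were basal vehicle for no effect and high inhibitor control for full effect; nearly all actives have a fitted effect of over 50% in size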
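Test compounds were applied to CHO-M1 cells previously cultured for 16–30 h at 2000 per well. A small lithium amount accompanied them; after 30 min at 37C, IP1 was quantified by TR-FRET.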
Starred values were filed as active, the others as inactive; ? = inconclusive; / = not tested or not shown; & = joins results of further samples; [ ] = dose if it differs, or a comment. Unless noted, calls come from the whole dose curve; as a rule, active = well fitted curve in the direction sought with a large enough effect; inconclusive = small, poorly fitted or top-dose-only effect, or another doubt; inactive = no such curve, though single readings can be large; an effect the other way counts as inactive or inconclusive.

Every second line gives: HttQ103 aggreg, LMNA splice mod, IMPase Li inh, HTT cytoprotect, CBFb RUNX1 block, Luc counter, SMN2 splice enh
> COc1ccc(C(=O)NNC2=CC(=O)CC(C)(C)C2)cc1
→ -2.3%, -7.2%, 7.7%, -9.4%[10 µM], -7.2%, -2.9%, -7.0%[1.84 µM]
> Cn1c(CS(=O)Cc2c(Cl)cccc2Cl)nnc1SCc1c(Cl)cccc1Cl (configuration not stated)
→ 8.8%, 2.2%, 12.3%[38.3 µM], 0.1%[10 µM], 12.4%, 1.7%, -28.6%
> CCOC(=O)N1CCN(C(=O)CSc2nnc(CNC(=O)c3ccccc3F)o2)CC1
→ 12.6%, -2.4%, 23.3%[38.3 µM], 17.2%, -1.0%, -4.8%, -15.5%
> Cc1ccc(NC(=O)c2csc3c2CCCC3)cc1
→ -6.9%, -23.7%[46 µM], 21.0%, -96.3%[inhibitor], -2.0%, -9.4%, 4.47µM*
> C=CCNC(=O)CCCOc1cccc(C)c1
→ -20.3%, 6.7%, -4.2%[38.3 µM], -14.1%[10 µM], -0.6%, -4.3%, -17.1%
> COCCOC(=O)c1c(C)n(C)c2ccc(OC(=O)N3CCOCC3)cc12
→ 4.9%, 18.2%, 4.2%[38.3 µM], -4.4%, 1.4%, 0.9%, 5.1%
> CCOC(=O)C(C)Sc1nc(-c2ccccc2)nc2ccccc12 (configuration not stated)
→ -1.5%, ?, 4.9%, -33.0%[inhibitor], 26.3%, 3.2%, 7.0%
> NNC(=O)c1ccc2ccccc2n1
→ -25.4%, /, 13.0%, -54.1%[inhibitor], 4.4%, 0.5%, 12.5%
> O=C(COC(=O)Cc1ccccc1[N+](=O)[O-])NCc1ccc(Cl)cc1
→ 2.0%, -10.5%, 3.3%, -14.0%[1.9 µM], -6.0%, 0.5%, -13.8%
> O=C(C1=C(O)C(=O)N(Cc2ccco2)C1c1cccs1)c1cccs1 (configuration not stated)
→ 25.8%, -5.1%, -26.2%, 16.6%[0.074 µM], 1.7%, 1.5%, 24.5%
> Cc1nn(CCc2nn[nH]n2)c2nc(-c3ccc(C4CCCCC4)cc3)cc(C(F)(F)F)c12
→ 20.8%, /, 22.4%, -26.4%[10 µM], -10.3%, 4.8%, -4.5%
> CC(=O)Nc1ccc(NC(=O)C2CCCN2S(=O)(=O)c2cccc3nsnc23)cc1 (configuration not stated)
→ 16.6%, /, 10.3%, 3.7%, 5.2%, 3.4%, -20.6%
> CC(C)CCn1c(=O)c2ccccc2n2c(CN3CCCC3)nnc12
→ 0.2%, -10.5%[46 µM], 14.8%, 25.1%[10 µM], 1.4%, 4.3%, 3.1%
> CCCCC1=CC2=CC(=O)C(C)(OC(=O)CC)C(=O)C2=CN1CCCOC(C)C (configuration not stated)
→ 26.3%[9.22 µM], 7.4%[9.22 µM], 1.7%, -15.1%&5.6%[10 µM], 4.5%[13.1 µM], -3.2%[7.66 µM], 10.1%[9.22 µM]
> Cc1nnc(SCC(=O)NC2CCS(=O)(=O)C2)n1-c1ccccc1 (configuration not stated)
→ -7.5%, /, -6.2%, -13.1%, -5.3%, 0.6%, -9.7%
> CCOc1cc(/C=N\O)cc(Cl)c1OCC
→ -22.1%, -0.2%, 4.6%, 11.2%[10 µM], 4.7%, -0.3%, 2.0%
> C=CCC1(O)C(=O)N2C(=C1C(=O)N1CCOCC1)c1ccccc1CC2(C)C (configuration not stated)
→ -8.5%[9.22 µM], -1.4%, 12.6%[38.3 µM], 6.5%, 6.2%, 0.8%, -1.8%
> Cc1nc2ccccc2nc1SCC(=O)c1ccccc1
→ ?, ?, -13.2%, 7.4%[10 µM], 4.8%, -0.3%, -47.9%[inhibitor]
> Cc1c[n+]([O-])n(-c2ccc(C(=O)O)cc2)n1
→ 27.7%, -1.0%, 11.8%[38.3 µM], -12.0%, -0.1%, 0.1%, 5.8%
> COc1cccc(C(=O)Cn2c(N3CCCCC3)nc3c2c(=O)n(C)c(=O)n3C)c1
→ 7.1%[9.22 µM], 5.0%, 0.4%[38.3 µM], -12.4%, -0.8%, -2.5%, -6.2%
> NS(=O)(=O)c1ccc(CCNC(=O)CSc2nc3ccsc3c(=O)n2CC(=O)O)cc1
→ 15.0%, -7.8%, 2.4%, -4.6%[10 µM], 3.2%, 3.4%, 1.9%
> OCC(O)C(O)C(O)CO (configuration not stated)
→ -2.7%, 0.6%&4.5%, -4.1%&-4.3%, -7.6%, 8.7%, -3.1%&-5.6%, 6.3%&-6.7%
> CCOC(=O)c1sc(/N=C/C2=C(O)CC(C)(C)CC2=O)c(C(=O)OCC)c1C
→ 19.3%[9.22 µM], /, 13.8%, -30.6%, -1.2%, -0.8%, 5.0%
> CCOC(=O)C1CCN(Cc2cc(C(C)C)c(O)c(C(C)C)c2)CC1
→ 0.6%[9.22 µM], -26.2%[46 µM], 10.4%, 15.8%, 8.0%, -0.5%, -6.8%
> CC1CC(=O)c2cnc(Nc3cccc(C(F)(F)F)c3)nc2C1 (configuration not stated)
→ -7.7%, 10.8%, 8.1%[38.3 µM], 5.0%[0.074 µM], 1.0%, -1.5%, -0.4%
> O=C(NC1CCCCC1)C(c1cccnc1)N(C(=O)CCl)c1cccc(Cl)c1 (configuration not stated)
→ -32.4%, ?, 6.5%, -11.1%[10 µM], 0.3%, 2.7%, -73.8%[inhibitor]
> COc1ccccc1-c1ccc2ncnc(NC3CCNCC3)c2c1
→ /, ?, 10.2%, 9.3%, /, /, /
> NC(N)=NC1=NC(=O)/C(=C/c2ccccc2-n2cccn2)S1
→ ?, /, 4.3%, /, 1.4%, 0.8%, 7.6%
> Cc1ccc(C(=O)CN(C(=O)c2ccc(Cl)c(Cl)c2)N2C(=O)C3CCCCC3C2=O)cc1 (configuration not stated)
→ -10.5%, 6.2%, -9.5%[38.3 µM], -12.2%, 6.3%, -0.4%, -7.4%
> CC(C)NC(=O)COC(=O)c1ccccc1Oc1ccccc1
→ 0.3%, 3.6%, 35.0%[38.3 µM], 15.6%, 1.1%, -2.4%, 18.7%
> Cc1ccc(NC(=O)Cn2nc(C)c([N+](=O)[O-])c2C)cc1C
→ -17.1%[9.22 µM], /, 5.4%, -10.1%, -1.1%, -4.7%, 0.4%
> N=C1/C(=C\c2ccc(-c3cccc(C(=O)O)c3)o2)C(=O)N=C2SC=C(c3ccccc3)N12
→ 1.9%[9.22 µM], /, /, 10.5%[10 µM], -2.6%, /, /
> Cc1cccc(/C=N/NC(=O)Cn2nccc2C)n1
→ ?, -14.5%, /, 18.7%[10 µM], -4.6%, /, /
> O=C(NCc1ccccn1)c1ccc([N+](=O)[O-])cc1
→ 21.4%, 1.4%, -5.0%, /, 6.6%, -0.8%, -4.6%
> COc1ccccc1NC(=O)Nc1ccc2c(c1)nc(C)n2C
→ 17.2%[9.22 µM], /, -0.6%, -45.9%[inhibitor][10 µM], -0.4%, ?, 12.6µM*
> O=C(COC(=O)Cc1ccc(S(=O)(=O)N2CCOCC2)s1)Nc1ccc2c(c1)OCO2
→ 5.6%[9.22 µM], 11.5%, -18.5%[38.3 µM], -14.8%, -0.5%, 2.2%, -10.0%
> Cc1ccc[n+](CC(=O)Nc2cccc([N+](=O)[O-])c2)c1
→ -10.5%[9.22 µM], 0.9%[46 µM], 1.3%, -1.4%[10 µM], 2.3%, -0.4%, -2.6%
> COc1ccccc1-c1coc2c(CN3CCN(C)CC3)c(O)ccc2c1=O
→ -29.6%, -1.7%, 11.4%[38.3 µM], 25.1%, -0.3%, -1.7%, 22.7%
> COc1cccc(OC)c1C(=O)NNC(=O)c1cccnc1
→ 11.7%[9.22 µM], /, /, 0.0%[10 µM], 0.0%, /, /
> O=C(O)CSC1=NC(=Nc2cccc(Cl)c2)C2(CCCCC2)N1c1ccccc1
→ 20.3%, 4.1%, -0.4%, /, 4.0%, 0.9%, -12.1%

Shown as a markdown table: part of the list above
| canonical_smiles | HttQ103 aggreg | LMNA splice mod | IMPase Li inh | HTT cytoprotect | CBFb RUNX1 block | Luc counter | SMN2 splice enh |
| --- | --- | --- | --- | --- | --- | --- | --- |
| OCC(O)C(O)C(O)CO (configuration not stated) | -2.7% | 0.6%&4.5% | -4.1%&-4.3% | -7.6% | 8.7% | -3.1%&-5.6% | 6.3%&-6.7% |
| CCOC(=O)c1sc(/N=C/C2=C(O)CC(C)(C)CC2=O)c(C(=O)OCC)c1C | 19.3%[9.22 µM] | / | 13.8% | -30.6% | -1.2% | -0.8% | 5.0% |

New compounds follow:
Every second line gives: HttQ103 aggreg, LMNA splice mod, IMPase Li inh, HTT cytoprotect, CBFb RUNX1 block, Luc counter, SMN2 splice enh
> O=C(NCc1cccs1)C1CCCN(S(=O)(=O)c2cccs2)C1 (configuration not stated)
→ -15.1%, -1.0%, 14.8%[38.3 µM], -2.1%, 4.5%, 2.8%, 26.7%
> CN(C)C(=O)COC(=O)c1cccc(CN2C(=O)c3ccccc3C2=O)c1
→ 6.9%, /, -3.1%, /, 8.6%, 0.2%, 7.3%
> Cc1nc2ccccc2c2oc(C(=O)NCC3CCCO3)cc12 (configuration not stated)
→ ?, ?, 16.0%[38.3 µM], -15.7%, 1.9%, 1.3%, -20.2%
> O=C(O)CCC(=O)c1ccc2c(c1)OCCCO2
→ 7.4%, -2.9%, -23.2%[38.3 µM], 8.4%, -7.6%, -4.3%, 14.6%
> C[N+](C)(C)c1ccc([C@H](N)C(=O)O)cc1
→ /, /, 8.5%, -6.7%[10 µM], /, -5.8%[7.66 µM], -4.3%[9.22 µM]
> Cc1ccccc1NC(=O)NC(C)(C)CC(C)(C)C
→ -14.4%, /, 8.1%, -37.0%, 5.4%, 0.6%, -0.7%
> N#Cc1ccccc1NC(=O)c1ccc2c(Cl)c3c(nc2c1)CCCC3
→ 3.4%, ?, 4.4%, 18.0%[10 µM], -0.1%, 0.0%, 10µM*
> COc1cccc2sc(NC(=O)c3ccc(Br)s3)nc12
→ 4.2%[9.22 µM], 4.7%, -62.9%[38.3 µM], -34.4%, -7.6%, 1.1%, -6.8%
> Nn1c(SCC(=O)NCc2ccccc2)nncc1=O
→ -2.3%, -1.6%, -4.0%, 0.1%[10 µM], 0.1%, 4.2%, 6.4%
> CCOC(=O)CC1=C(C(=O)OCC)C(c2ccc(OC)c(OC)c2)C(C#N)=C(N)O1 (configuration not stated)
→ -19.1%, 10.2%, 17.6%[38.3 µM], -24.5%, -2.4%, 1.0%, ?

Source: PubChem BioAssay
